Screening data deposited in PubChem BioAssay by National Center for Advancing Translational Sciences (NCATS).
A549 tox = A549 cytotoxicity, counter-screen for Nrf2 inhibitors; 390,000 tested, 0.16% active; A549 ARE-Fluc cells, CellTiter-Fluor viability, 18-24 h; AID 504648; Potency, µM (top dose mostly 46 µM), for the others: at the top dose activity change, negative = cytotoxicity, usual class: inhibitors; also: potency is read from the fitted curve at half-maximal effect; % is scaled to controls: 0 for no effect and ±100 for the full control effect
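A549 ARE-Fluc cells in 5% FBS OPTI-MEM, 5000 cells/well, rested 2 h then exposed to compounds in concentration-response for 18-24 h at 37 °C. Viability by CellTiter-Fluor fluorescence (Ex 405/Em 525) after 30 min; luciferase luminescence (BugLite, 15 min, RT) read afterwards.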
ATXN2 expr inh = ATXN2 expression inhibition; Potency, µM (titrated, usually from 57 µM), without a hit: at the highest dose activity change, negative = inhibition, most hits filed as inhibitors; HEK-293 ATXN2-luciferase reporter, luminescence, 24 h; 360,000 tested, 0.72% active; AID 1745845; also: potency is read from the fitted curve at half-maximal effect; % is scaled to controls: 0 for no effect and ±100 for the full control effect; nearly all actives have a fitted effect of over 55% in size
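ATXN2-luciferase reporter cells (luciferase flanked by upstream and downstream ATXN2 gene portions) were treated 24 h at 37 °C with compounds at up to 57 uM. SteadyGlo luminescence gave expression; GF-AFC fluorescence gave viability.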
HepG2 tox = counter-screen for TGF-b inhibitors: cytotoxicity in HepG2 cells | Potency, µM (highest dose often 46.1 µM), inactives show top-dose activity change, negative = cytotoxicity, actives largely listed as cytotoxic | AID 588856 | HepG2 CAGA-GFP viability, ATP luminescence, 18 h | 410,000 tested, 0.76% active; also: potency is read from the fitted curve at half-maximal effect; some results filed as inactive show a strong effect at the top dose
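HepG2 CAGA-GFP cells (1000/well, DMEM with 1% FBS) received compound, then TGF-beta at 500 pg/mL final, and were incubated 18 hours at 37 degrees C. Viability was read by CellTiter-Glo luminescence. Media-only wells were set as complete cell-killing and DMSO as no toxicity.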
Nrf2 activator = activators of Nrf2 (ARE) signaling; AREc32 ARE-luciferase reporter (MCF7-derived line), luminescence, 24 h; Potency, µM (titrated, usually from 46.1 µM), for inactives: at the top dose activation, usual class: activators; 410,000 tested, 0.31% active; also: potency is read from the fitted curve at half-maximal effect; % of control where 0% means no effect; nearly all actives have a fitted effect of over 65% in size
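Reporter line AREc32 (ARE-Fluc), seeded overnight in OPTI-MEM with 5% FBS; compound pin-transferred, 24 hr at 37 deg C, 5% CO2; luminescent read-out.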
EPAC2 agonist = agonists of human EPAC2 (RAPGEF4) | Q8WZA2 | EPAC2 activation, biochemical qHTS; response scale: 100% = 6.5 mM cAMP response | Potency, µM (doses to about 154 µM), without a hit: at the highest dose activation, hits mostly activators | 360,000 tested, 0.079% active | AID 720711; also: potency is read from the fitted curve at half-maximal effect; nearly all actives have a fitted effect of over 50% in size
Target sequence (Q8WZA2 whole entry, looked up): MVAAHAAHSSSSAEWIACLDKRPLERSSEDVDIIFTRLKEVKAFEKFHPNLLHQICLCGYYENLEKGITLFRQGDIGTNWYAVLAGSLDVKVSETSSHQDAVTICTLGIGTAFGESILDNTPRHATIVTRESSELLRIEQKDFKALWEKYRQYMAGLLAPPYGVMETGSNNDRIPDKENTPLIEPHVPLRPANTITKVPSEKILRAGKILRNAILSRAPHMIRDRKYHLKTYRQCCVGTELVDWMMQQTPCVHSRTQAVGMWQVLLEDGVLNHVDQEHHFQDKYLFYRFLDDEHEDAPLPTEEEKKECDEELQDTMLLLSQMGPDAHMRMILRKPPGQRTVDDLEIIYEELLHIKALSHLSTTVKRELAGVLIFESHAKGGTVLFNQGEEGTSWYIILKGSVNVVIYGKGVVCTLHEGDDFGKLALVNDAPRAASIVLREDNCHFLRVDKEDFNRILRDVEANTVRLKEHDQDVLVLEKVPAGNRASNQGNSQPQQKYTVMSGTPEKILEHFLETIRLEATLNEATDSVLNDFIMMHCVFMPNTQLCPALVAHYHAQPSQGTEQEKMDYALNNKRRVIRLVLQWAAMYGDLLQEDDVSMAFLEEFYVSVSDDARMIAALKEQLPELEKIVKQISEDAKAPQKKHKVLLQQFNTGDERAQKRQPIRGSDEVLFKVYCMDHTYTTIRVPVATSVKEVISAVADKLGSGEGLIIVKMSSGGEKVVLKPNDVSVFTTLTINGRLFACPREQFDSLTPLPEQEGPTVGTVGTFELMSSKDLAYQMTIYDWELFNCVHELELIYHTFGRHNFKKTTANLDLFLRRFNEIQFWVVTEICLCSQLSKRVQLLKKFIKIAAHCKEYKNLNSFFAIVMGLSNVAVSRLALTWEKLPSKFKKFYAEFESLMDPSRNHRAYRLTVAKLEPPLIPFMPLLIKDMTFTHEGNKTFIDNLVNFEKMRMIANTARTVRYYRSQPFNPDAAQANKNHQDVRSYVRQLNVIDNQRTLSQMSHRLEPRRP
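Fluorescence exchange assay: 100 nM EPAC2 with 250 nM RAP1B-BODIPY-GDP and 50 uM GDP; compounds tested as a concentration-titration series (qHTS). Loss of Rap1-bound BODIPY-GDP fluorescence read at 480/540 nm; data normalized to 6.5 mM cAMP.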
TGFb SMAD3 inh = TGF-b pathway inhibition. HepG2 CAGA-GFP TGF-b/SMAD3 reporter, GFP fluorescence, 18 h; TGF-beta stimulated, 500 pg/mL final. Potency, µM (top dose mostly 46.1 µM), inactives show at the highest dose activity, negative = inhibition, most hits filed as inhibitors. 410,000 tested, 1.2% active; also: potency is read from the fitted curve at half-maximal effect; % is scaled to controls: 0 for no effect and ±100 for the full control effect; nearly all actives have a fitted effect of over 65% in size
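HEPG2 CAGA-GFP, 1000 cells/well; 2 h settle, 37 C; cpd via pin tool; TGF-b 500 pg/mL final; 18 h, 37 C; GFP imaging ex488/em500-530; %Activity normalised to -TGF-b and +DMSO controls; CRC fit, curve class.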
Nrf2 inh = inhibitors of Nrf2 signaling | A549 ARE-Fluc reporter, luciferase luminescence, 18-24 h | Potency, µM (titrated, usually from 46 µM), without a hit: at the highest dose activity change, negative = inhibition, most hits filed as inhibitors | 360,000 tested, 2.1% active; also: potency is read from the fitted curve at half-maximal effect; % is scaled to controls: 0 for no effect and ±100 for the full control effect; nearly all actives have a fitted effect of over 60% in size
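A549 ARE_Fluc cells (5000/well, 5% FBS OPTI-MEM) pre-incubated 2 h, then treated with compounds 18-24 h at 37C/5% CO2 in concentration-response. CellTiter-Fluor viability read first; BugLite luciferase luminescence after 15 min at room temperature gives Nrf2 activity.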
IL2 activator = activators of IL-2 | activation, % (series mostly up to about 46 µM) | IL-2 activation reporter assay, cell-based qHTS; stimulated with anti-CD3/CD4/CD28 beads; in transgenic mouse T cells | 360,000 tested, 0.065% active; in the data active = activation above about 50%; inconclusive = mostly about 30% to 49%; also: 0% is about no effect
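Unstimulated transgenic mouse T cells, 750 per well, received compound and, after 60 minutes, anti-CD3/anti-CD4 bead plus anti-CD28 stimulation. EGFP and DsRed were quantified after 18 hours.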
ATXN viability = cell viability loss in ATXN counter-screen; S2 cells (HEK-293 line with an ATXN2-luciferase reporter) viability, CellTiter-Fluor protease fluorescence, 24 h; Potency, µM (highest dose often 56.7 µM), most hits filed as cytotoxic; 400,000 tested, 0.49% active; AID 651635; also: potency is read from the fitted curve at half-maximal effect; nearly all actives have a fitted effect of over 40% in size
The depositor's hits bear a star; i = inactive; ? = inconclusive; · = no result given; & = joins results of further samples; [ ] = remark or other dose. Unless noted, calls follow the shape of the dose curve; as a rule, active = well fitted curve in the direction sought with a large enough effect; inconclusive = small, poorly fitted or top-dose-only effect, or another doubt; inactive = no such curve, though single readings can be large; an effect the other way counts as inactive or inconclusive.

nr	mol	A549 tox	ATXN2 expr inh	HepG2 tox	Nrf2 activator	EPAC2 agonist	TGFb SMAD3 inh	Nrf2 inh	IL2 activator	ATXN viability
1	Cc1cccc(C)c1OCC(O)CN (configuration not stated)	8%	-6%	5%	-0.5%	3%	-4%	12%	-2.4	i
2	CCOc1ccc(S(=O)(=O)NCCC(=O)NCC(c2ccc(F)cc2)N2CCOCC2)cc1 (configuration not stated)	3%	0%	-21%	0.0%	-2%	-4%	-6%	0.2	i
3	O=C(Nc1ccc(-c2nc3cc(NC(=O)c4ccccc4F)ccc3o2)cc1)c1ccccc1F	-6%	5%	-8%	0.2%	·	3%	·	·	i
4	COc1ccc(OC)c(NC(=O)C(=O)c2cn(CC(=O)N3CCCC3)c3ccccc23)c1	-14%	-31%	-31%	-0.4%	12%	0%	?	-2.9	i
5	COC(=O)c1c(NC(=O)CN2C(=O)NC(CCc3ccccc3)C2=O)sc2c1CCCCC2 (configuration not stated)	-22%	-3%	19%	6.1%	8%	3%	?	-2.5	i
6	COc1ccc(C(=O)Nn2c(SCC(=O)NC3CCCC3)nc3ccccc3c2=O)cc1	-6%	?	-8%	-1.5%	6%	-2%	?	-1.6	i
7	CC(C)(C)c1ccc(C(=O)Nc2nnc(Cc3c[nH]c4ccccc34)s2)cc1	1%	-6%	-18%	0.6%	0%	7%	?	0.7	i
8	CC(C)(C)C(=O)Nc1cc2c3c(c1)CC(=O)N3CCC2	-4%	·	-3%	0.4%	8%	14%	11%	-0.3	i
9	N/C(CSc1ccccn1)=N\OCc1c(Cl)cccc1Cl	9%	20%	-27%	3.4%	13%	-11%	-8%	-1.1	i
10	CCOC(=O)c1ccccc1NC(=O)COc1cc(=O)n(CC)c2ccccc12	-2%&-9%	-6%&-32%	8%&-2%	0.4%&0.0%	-20%	-1%&-12%	9%&16%	3.6	i
11	CC(=O)c1cc(-c2ccccc2)n(CCC(=O)NC2CCCCC2)c1C	12%&-2%	1%	0%&-1%	0.0%&0.3%	-4%	-7%&-14%	3%	-0.4	i
12	CCOC(=O)c1c(C)n(CC(O)CN(CC)CC)c2cc(Br)c(OC)cc12 (configuration not stated)	-2%	-6%	1%	0.3%	1%	1%	-2%	2.1	i
13	CCOc1ccc(-n2nc3ccc(N)cc3n2)cc1	-15%	·	-6%	0.6%	0%	3%	?	1.0	i
14	Cc1ccc(C(=O)NCc2ccc(F)cc2)cc1NC(=O)c1nsc2ccccc12	3%	-5%	-2%	11%	·	?	·	·	?
15	Cc1ccccc1Nc1cc(C)c2c(O)cccc2n1	-4%	19%	1%	4.8%	7%	15%	13%	0.3	?
16	COC(=O)C1C(=O)/C(=C/N(C)C)C(=O)CC1(C)C (configuration not stated)	9%	-17%	4%	4.7%	9%	26%	4%	-0.7	i
17	O=c1oc2ccccc2cc1-c1nc(-c2cccc(Cl)c2)cs1	7%	5%	-3%	28%	·	11%	·	·	i
18	CCOC(=O)C1(Cc2ccccc2C)CCCN(C(=O)c2cc(CC)nn2C)C1 (configuration not stated)	-2%	5%	-31%	-1.3%	6%	?	-16%	-0.1	i
19	O=C(CCC(=O)N1CCCCC1)Nc1nnc(C2CCCCC2)s1	-5%	1%	-13%	-0.6%	3%	1%	?	-2.8	?
20	Cc1ccc(Nc2cc(C)nc3nc(Cc4ccc(Cl)cc4)nn23)cc1	-14%	14µM*	-58%	-1.4%	·	4µM*	?	·	·
21	CCn1c(SCc2cccc(F)c2)nnc1-c1ccncc1	0%	5%	12%	0.3%	4%	14%	-16%	-4.1	i
22	CCN(CC)S(=O)(=O)c1ccc(Cl)c(NC(C)=O)c1	3%	6%	-4%	-0.9%	6%	0%	-5%	0.2	i
23	COc1ccccc1CNC(=O)COC(=O)c1cnc(C)cn1	·	·	1%	-0.4%	4%	0%	·	-0.1	i
24	CNc1nc(-c2ccc(S(=O)(=O)N3CCCCC3)cc2)cs1	-8%	·	4%	6.3%	7%	-9%	?	-0.2	i
25	O=C(NC(=S)N1CCN(c2ccc(C(F)(F)F)cc2[N+](=O)[O-])CC1)c1cccs1	0%	?	-8%	16%	-6%	?	-19%	-4.2	·
26	COc1ccc(NC(=O)COC(=O)Cn2c(C)nc3ccccc32)cc1OC	2%	0%	34%	-0.4%	4%	55%[activator]	·	-0.4	i
27	O=c1cc(-c2ccccc2)n2c(SCc3ccc(Br)cc3)nnc2[nH]1	18%	·	-9%	0.2%	·	-9%	·	·	·
28	COC(=O)COc1ccc(S(=O)(=O)NCc2ccc3c(c2)OCO3)cc1C	-18%	8%	-7%	-0.9%	18%	-5%	-15%	0.4	i
29	O=C(NNS(=O)(=O)c1ccc([N+](=O)[O-])cc1)C(=O)Nc1cccc(C(=O)O)c1	2%	-21%	-1%	-0.6%	5%	-2%	-4%	-1.4	i
30	O=C(Nc1ccc(N2CCOCC2)cc1)c1ccc2ncsc2c1	4%	2%	3%	0.1%	8%	4%	?	1.1	?
31	Cc1ccc(-c2nnc(SCC(=O)NC3CCCc4ccccc43)n2N)cc1 (configuration not stated)	-6%	1%	-1%	0.3%	-5%	0%	10%	3.3	i
32	N#Cc1ccccc1OCC(=O)Nc1ccc2c(c1)OCO2	·	·	2%	0.1%	-4%	10%	·	3.0	i
33	COc1ccc(C(=O)NCCS(=O)(=O)N2CCCC2)cc1	0%	6%	5%	2.0%	14%	2%	29%	-0.4	i
34	CCNC(=O)c1ccc2nc(-c3ccccc3)c(-c3ccccc3)nc2c1	13%	·	-4%	·	·	-7%	-28%	·	·
35	COCCCn1c(C)nnc1SCC(=O)Nc1ccc(C(C)=O)cc1	7%	·	18%	0.4%	6%	22%	12%	0.8	?
36	O=C(Nc1ccc(OCC(=O)N2CCN(S(=O)(=O)c3ccccc3)CC2)cc1)c1ccco1	-4%	2%	4%	0.2%	1%	-1%	5%	-2.0	i
37	CCCOc1ccc(Cn2c(=O)oc3ccc(C)cc32)cc1	1%	·	4%	0.4%	10%	2%	0%	2.0	i
38	Cc1ccccc1NC(=S)NC(NC(=O)C(C)(C)C)C(Cl)(Cl)Cl (configuration not stated)	0%	26%	-17%	-0.6%	0%	0%	-5%	-2.4	i
39	CCOC(=O)N1CCN(C(=O)c2ccc(CS(=O)c3ccccc3)o2)CC1 (configuration not stated)	5%	4%	16%	-0.2%	-4%	7%	6%	-0.6	i
40	CCc1ccc2nc(NC(=O)c3cc(C)on3)sc2c1	?	30%	-38%	3.5%	-1%	-20%	·	5.0	i

Molecules shown so far with fluorine, in the order listed:
nr	mol	A549 tox	ATXN2 expr inh	HepG2 tox	Nrf2 activator	EPAC2 agonist	TGFb SMAD3 inh	Nrf2 inh	IL2 activator	ATXN viability
2	CCOc1ccc(S(=O)(=O)NCCC(=O)NCC(c2ccc(F)cc2)N2CCOCC2)cc1 (configuration not stated)	3%	0%	-21%	0.0%	-2%	-4%	-6%	0.2	i
3	O=C(Nc1ccc(-c2nc3cc(NC(=O)c4ccccc4F)ccc3o2)cc1)c1ccccc1F	-6%	5%	-8%	0.2%	·	3%	·	·	i
14	Cc1ccc(C(=O)NCc2ccc(F)cc2)cc1NC(=O)c1nsc2ccccc12	3%	-5%	-2%	11%	·	?	·	·	?
21	CCn1c(SCc2cccc(F)c2)nnc1-c1ccncc1	0%	5%	12%	0.3%	4%	14%	-16%	-4.1	i
25	O=C(NC(=S)N1CCN(c2ccc(C(F)(F)F)cc2[N+](=O)[O-])CC1)c1cccs1	0%	?	-8%	16%	-6%	?	-19%	-4.2	·

Additional compounds follow.
nr	mol	A549 tox	ATXN2 expr inh	HepG2 tox	Nrf2 activator	EPAC2 agonist	TGFb SMAD3 inh	Nrf2 inh	IL2 activator	ATXN viability
41	CC[C@@]1(C(=O)OC)N[C@H](CN(C)C(=O)Nc2ccccc2)[C@@H]2C(=O)N(C)C(=O)[C@@H]21	1%	10%	9%	-0.4%	1%	-26%	1%	1.2	i
42	COc1ccc2oc(-c3ccc(C)c(NC(=O)c4ccc(N5CCOCC5)c([N+](=O)[O-])c4)c3)nc2c1	-14%	57%[activator]	-24%	6.1%	-3%	-9%	·	-2.0	i
43	COc1ccc(C(=O)Nc2cccc(OCc3cc(=O)n4c5c(sc4n3)CCCC5)c2)cc1OC	0%	16%	-8%	-1.1%	·	2%	13%	·	i
44	C=CCn1cnc2c(c1=O)c1nc3ccccc3nc1n2/N=C/c1ccccn1	-7%	?	-16%	-0.7%	4%	0%	7%	-2.6	i
45	COC(CNC(=O)[C@H](CSCc1ccccc1)N1Cc2ccccc2C1=O)OC	0%	0%	-6%	-0.5%	-3%	1%	0%	-5.3	i
46	NS(=O)(=O)c1ccc(CNC(=O)/C=C/c2ccccc2)cc1	-1%	19%	1%	-0.2%	-5%	42%[activator]	-7%	-1.0	i
47	S=C(NC1CCCCC1)N1CCN(c2ncccn2)CC1	11%	-17%	1%	-0.4%	6%	-5%	-17%	-0.2	i
48	O=C(N/C(=C\c1ccc(Cl)cc1)C(=O)N1CCCCC1)c1ccco1	-8%	3%	0%	0.2%	6%	-26%	-1%	0.0	i
49	CCOC(=O)C1(CCOC)CCN(Cc2ccncc2)CC1	2%	-5%	-15%	0.1%	10%	1%	0%	1.4	i

Compounds were not picked by outcome; overall some 4.3% were active at least once.
